Mtb FBA inh: Mtb FBA enzyme inhibitors, primary screen, biochemical, fluorescence, strain H37Rv; 360,000 tested, 2.3% active; AID 588726, 2011; purified M. tuberculosis FBA, fluorescence read-out; inhibition, % at 1 µM; in the data active = inhibition above about 27%;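 also: 0% = vehicle and 100% = reference inhibitor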
Target sequence (P9WQA3 whole entry, looked up): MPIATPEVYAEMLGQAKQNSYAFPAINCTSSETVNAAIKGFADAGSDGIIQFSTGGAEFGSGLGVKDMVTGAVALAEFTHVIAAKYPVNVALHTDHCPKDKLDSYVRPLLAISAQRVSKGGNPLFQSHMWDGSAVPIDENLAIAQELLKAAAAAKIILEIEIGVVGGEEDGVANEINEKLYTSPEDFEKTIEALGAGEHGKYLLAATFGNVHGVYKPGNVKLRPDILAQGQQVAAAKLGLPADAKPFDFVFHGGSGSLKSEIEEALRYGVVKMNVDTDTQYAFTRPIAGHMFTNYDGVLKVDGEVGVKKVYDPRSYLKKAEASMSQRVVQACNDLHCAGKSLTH
Mtb BioA inh: M. tuberculosis BioA enzyme inhibitors, primary screen, biochemical, plate reader, single point, HTS; 7,8-diaminopelargonic acid synthase BioA (Mycobacterium tuberculosis); purified M. tuberculosis BioA enzyme; inhibition, % at 9.99 µM; 360,000 tested, 0.096% active; AID 602481, 2012; in the data active = inhibition above about 40%
TcdB inh: TcdB glycohydrolase inhibitors, primary screen, biochemical, single point, plate reader. 350,000 tested, 0.24% active. Toxin B (Clostridioides difficile), P18177. inhibition, % at 9.99 µM. TcdB glycohydrolase enzymatic assay; in the data active = inhibition above about 10%
PfHsp40 yeast: rescue of yeast from PfHsp40 toxicity, primary screen, S. cerevisiae, ATP luminescence; S. cerevisiae expressing PfHsp40, growth rescue; growth rescue, % at 12.5 µM; 340,000 tested, 0.68% active; in the data active = growth rescue above about 28%, passing the limit was not always enough;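 also: yeast W303a lacking pdr1 and pdr3 grown in galactose medium; growth measured after three days at 30 °C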
UGM FP inh: M. tuberculosis UGM enzyme inhibitors, primary screen, biochemical, fluorescence polarization, single point; UDP-galactopyranose mutase (Mycobacterium tuberculosis (strain ATCC 25618 / H37Rv)), …; purified UGM, fluorescence polarization probe displacement; inhibition, % at 10 µM; 320,000 tested, 0.06% active; AID 504406, 2011; in the data active = inhibition above about 10%, passing the limit was not always enough
Target sequence (P9WIQ1 whole entry, looked up): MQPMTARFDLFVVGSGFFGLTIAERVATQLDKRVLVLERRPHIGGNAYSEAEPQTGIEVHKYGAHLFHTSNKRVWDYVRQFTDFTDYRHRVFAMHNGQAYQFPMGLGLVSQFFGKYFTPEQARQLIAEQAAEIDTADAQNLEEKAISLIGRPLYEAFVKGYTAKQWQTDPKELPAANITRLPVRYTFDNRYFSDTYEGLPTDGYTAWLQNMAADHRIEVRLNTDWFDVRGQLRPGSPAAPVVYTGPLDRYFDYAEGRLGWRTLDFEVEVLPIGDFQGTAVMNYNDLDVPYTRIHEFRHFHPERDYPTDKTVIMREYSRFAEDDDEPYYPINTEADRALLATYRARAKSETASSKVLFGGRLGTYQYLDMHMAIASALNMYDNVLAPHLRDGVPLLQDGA
Yp Topo-I inh: Yersinia pestis topoisomerase I inhibitors, primary screen, biochemical, cleavage product accumulation, plate reader, single point; Y. pestis Topo-I cleavage product accumulation; activity, % at 10 µM; 360,000 tested, 0.064% active; AID 504884, 2011; in the data active = activity above about 50%, passing the limit was not always enough; also: inactives centre near 2
FadD28 FP inh: inhibitors of FadD28 bisubstrate probe binding, primary screen, biochemical, fluorescence polarization, single point; 360,000 tested, 0.22% active; AID 588549, 2011; Mycobacterium tuberculosis FadD28 fatty-acid-AMP ligase; inhibition, % at 12.5 µM; in the data active = inhibition above about 8.5%, passing the limit was not always enough
BH1578 lux ind: inducers of Vibrio cholerae quorum light production without autoinducers, primary screen, BH1578 luxS cqsA deficient, single point | V. cholerae BH1578 lux reporter, luminescence, 6 h | activation, % at 18.7 µM | 350,000 tested, 0.16% active | AID 588436, 2011; in the data active = activation mostly above about 9.7%, no sharp cut-off; also: not every result past the cut was called active; inactives centre near 0; reference of the scale not given here
GDH-TPI counter: GDH-TPI coupling enzyme inhibitors, primary screen, artefact control for M. tuberculosis FBA inhibitor project, biochemical, absorbance, full deck. GDH-TPI coupled enzyme counterscreen, NADH absorbance. inhibition, % at 4.8 µM. 360,000 tested, 1.2% active; in the data active = inhibition above about 30%;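 also: 0% = DMSO wells and 100% = wells lacking the enzyme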
An asterisk follows results filed as active; i = inactive; / = not tested or not shown; + = active, no number.

SMILES	Mtb FBA inh	Mtb BioA inh	TcdB inh	PfHsp40 yeast	UGM FP inh	Yp Topo-I inh	FadD28 FP inh	BH1578 lux ind	GDH-TPI counter
CCOC(=O)c1c(C)nc2ccccc2c1C	2	-0.6	/	0.8	6.3	6	0.1	-1.7	-3
CC(C)CC(=O)NN1CCCCC1	1	-0.8	/	1.4	-1.4	-2	-2.0	-0.3	3
CCCC(C)C(=O)Nc1ccc(Cl)cn1 (stereo unspecified)	-5	1.7	/	-0.4	-1.3	-6	-1.9	i	31*
Cc1ccc2nc(-c3ccc(NS(=O)(=O)c4ccccc4)cc3)sc2c1	+	/	1.1	-0.5	-1.3	4	-2.8	-2.1	12
Cc1ccc(CNC(=O)C2CCCN2C(=O)Nc2cccc(Cl)c2)cc1 (stereo unspecified)	-1	0.9	0.8	10	0.3	4	-2.5	1.7	-2
Cc1cc(-c2nnc(CCC(=O)NCc3ccc(F)c(F)c3)o2)no1	1	/	-0.5	1.2	0.2	4	-4.0	i	-3
O=C(COc1ccc2ccccc2c1Br)Nc1ncn[nH]1	1	/	1.0	-0.9	0.7	1	-0.6	i	14
CCOC(=O)C1=CN(Cc2ccco2)S(=O)(=O)N(CC)C1c1ccc(C(F)(F)F)cc1 (stereo unspecified)	-3	-1.6	2.4	1.7	/	18	-1.0	i	-1
CCn1c2ccccc2c2cc(/C=N/O)ccc21	23	/	0.4	5.1	-1.7	3	-3.0	-0.3	6
N/C(CCN1CCOCC1)=N/O	1	-0.7	/	1.2	-1.7	3	-4.5	-1.2	-5
CC(C)(C)C1c2[nH]c3ccccc3c2CCN1CCCn1cccn1 (stereo unspecified)	5	1.0	/	0.4	-1.3	1	-0.3	-0.5	3
CC(OC(=O)/C=C/c1ccccc1)C(=O)Nc1cccc(C#N)c1 (stereo unspecified)	1	/	2.2	0.1	4.1	5	-2.0	i	1
Cc1ccc(SCC(=O)N2CCN(c3ccc(F)cc3)CC2)cc1	2	-1.8	-1.1	-1.0	/	-3	0.6	1.5	-1
CCC(=O)NC(=S)Nc1ccc(NC(=O)c2cccnc2)cc1	4	/	1.7	-2.7	2.5	1	-2.0	i	13
CS(=O)(=O)c1ccc(Cl)c(NC(=O)c2cccc(-n3cnnn3)c2)c1	1	-0.3	5.9	0.0	0.2	-4	-1.6	i	4
COCCCNC(=O)Cn1cc(/C=C(\C#N)C(=O)NC2CCCC2)c2ccccc21	-1	-1.6	-0.9	-0.3	-1.6	-5	1.8	1.7	33*
COc1ccc(NC(=O)CSc2nnc(CN3CCOCC3)n2C)cc1Cl	3	-0.5	-0.2	-0.2	0.3	-5	-1.9	-0.2	3
O=C1C2C3C=CC(C4CC34)C2C(=O)N1/N=C/c1ccc(-c2ccccc2[N+](=O)[O-])o1 (stereo unspecified)	3	-1.6	/	0.7	0.8	7	-0.9	-0.7	51*
COc1ccc(CCNC(=O)CN2CCN(c3ccccc3Cl)CC2)cc1	0	0.7	/	-1.2	0.1	15	-4.6	-0.8	-3
CC(NC(=O)Nc1ncccn1)(C(F)(F)F)C(F)(F)F	1	-0.6	/	0.7	0.4	-8	-2.0	-2.0	7
O=C(N/N=C\c1ccc([N+](=O)[O-])s1)C1COc2ccccc2O1 (stereo unspecified)	-1	2.7	0.6	0.2	-0.1	-10	-1.7	i	14
Cc1ccc(S(=O)(=O)Nc2ccc(-c3nnc(SCC#N)n3C)cc2)cc1	7	0.6	/	-1.9	1.9	6	0.2	i	5
CCN(CC(=O)Nc1c(F)cccc1F)C(=O)c1cccc(S(=O)(=O)N2CCN(c3ccccc3)CC2)c1	3	2.1	0.6	-0.5	0.6	28	/	-0.3	4
CCn1c(SCC(N)=O)nc2sc3c(c2c1=O)CCCC3	1	/	/	-0.5	-2.7	2	2.4	i	17
O=C(COc1ccc(Cl)cc1)N1CCN(C/C=C/c2ccccc2)CC1	1	-1.3	/	1.7	0.7	5	-3.2	0.3	11

Remaining list, next part
SMILES	Mtb FBA inh	Mtb BioA inh	TcdB inh	PfHsp40 yeast	UGM FP inh	Yp Topo-I inh	FadD28 FP inh	BH1578 lux ind	GDH-TPI counter
CC1CC(C)CN(C(=O)CCc2ccccc2)C1 (stereo unspecified)	-2	/	-0.1	0.8	0.1	-3	/	i	-5
COc1cc(OC)c(C(=O)O/N=C(\N)c2ccccn2)cc1OC	4	0.3	0.0	-0.4	0.0	-4	-0.4	1.1	4
CCCc1cc(=O)oc2cc(Oc3ncccn3)ccc12	17	-0.1	/	0.5	0.4	-3	-4.1	i	-11
Nn1c(CSc2nc3ccccc3o2)nnc1CSc1nc2ccccc2o1	-1	3.8	/	0.9	-7.2	4	-2.0	-6.7	-5
CC(C)C(=O)NN(C(=O)C(C)C)c1nc2ccccc2s1	0	/	0.8	-0.9	-1.2	-2	-2.3	-0.8	1
N#CCCN(NC1=NS(=O)(=O)c2ccccc21)C(=O)c1ccccc1Br	-1	-0.3	/	0.0	2.7	3	-0.6	-0.6	4
Cc1cc(C)c(NC2=NS(=O)(=O)c3ccccc32)c(C)c1	-1	-1.4	1.0	0.8	0.7	-10	-3.6	-0.6	-1
CC(C)(O)C(=O)N=Nc1c(O)[nH]c2ccccc12	-1	/	0.7	0.1	-2.1	-8	-2.2	-0.4	3
Cc1ccn(-c2cc(O)c(-n3ccc(C)n3)cc2O)n1	3	/	/	-0.5	-0.1	5	-0.5	-0.4	3
Cc1ccc(OCCC(=O)OCC(=O)N2CCN(S(=O)(=O)c3ccc(C)cc3)CC2)cc1	1	-0.3	1.3	1.0	-3.5	23	-1.2	i	1
COc1cccc(NC(=S)NNC(=O)CCn2cc([N+](=O)[O-])cn2)c1	1	/	-0.9	-0.4	0.6	4	-0.2	-0.2	4
Fc1cccc(Cn2cc(C(=S)N3CCCCC3)c3ccccc32)c1	4	-0.2	/	1.2	2.1	8	2.1	-1.0	6
CCOC(=O)C[C@H]1c2cc(C(F)(F)F)ccc2S(=O)(=O)N1C(C)C	-2	-2.2	-0.7	-1.2	0.8	-9	-3.0	i	-5
O=C(c1ccc(S(=O)(=O)NCC2CCCO2)cc1)N1CCc2ccccc21 (stereo unspecified)	1	-1.8	/	-0.7	-1.1	5	-0.5	-1.0	18
CC(C)(C)OC(=O)N(CCc1ccccc1)Cc1ccccc1OCc1cccc(NC(=O)C2CCC2)c1	0	-1.7	2.0	-0.5	/	-5	-0.8	-0.2	12
COc1ccc(CNS(=O)(=O)c2cc3c(cc2Cl)NC(=O)CO3)cc1	-1	1.0	-0.3	-0.9	-4.5	3	0.7	i	-5
Cc1cc(C)cc(OCCNS(=O)(=O)c2cccs2)c1	-3	/	1.0	1.8	-1.4	-7	-5.8	-0.5	7
O=C(CN1c2ccccc2S(=O)(=O)c2ccccc21)Nc1ccccc1F	2	-2.1	3.0	3.5	-0.1	-1	-2.8	-0.6	13
COCCCNCC(=O)Nc1sc(C)c(C)c1C(=O)OC	5	-0.6	/	-1.5	0.9	2	0.4	i	0
Cc1ccccc1NC(=O)Nc1ccc(C(F)(F)F)cc1	4	/	-5.6	-0.6	1.0	-7	-1.9	i	-2
COc1ccc(Br)c(Cn2c(C)c(C(=O)NCCC#N)sc2=O)c1	1	-0.3	-1.5	/	/	6	-2.5	-0.5	6
COc1ccc2sc(-c3ccccc3OC)c(-c3ccc4c(c3)OCCO4)c2c1	6	-0.6	1.6	-0.9	-0.6	-3	0.1	-0.6	7
CC1(C)CC(=O)C2=C(C1)OC(N)=C(C#N)C2C1C=CCCC1 (stereo unspecified)	0	-1.0	/	0.4	3.8	1	-5.9	i	-1
Cc1ccc(S(=O)(=O)N(C)C)cc1NC(=S)NC1CCCC(C)C1C (stereo unspecified)	0	/	/	-0.6	1.1	2	-3.8	-3.0	6
COc1cc2c(cc1OC)CN(C(=O)Nc1ccccc1Cl)CC2	3	1.0	0.2	5.5	7.6	15	-1.2	i	-7

The list goes on; it opens with the 2 that closed the last part.
SMILES	Mtb FBA inh	Mtb BioA inh	TcdB inh	PfHsp40 yeast	UGM FP inh	Yp Topo-I inh	FadD28 FP inh	BH1578 lux ind	GDH-TPI counter
Cc1ccc(S(=O)(=O)N(C)C)cc1NC(=S)NC1CCCC(C)C1C (stereo unspecified)	0	/	/	-0.6	1.1	2	-3.8	-3.0	6
COc1cc2c(cc1OC)CN(C(=O)Nc1ccccc1Cl)CC2	3	1.0	0.2	5.5	7.6	15	-1.2	i	-7
Cc1cccc(NC(=O)C2CCN(S(=O)(=O)c3c(C)[nH]c(=O)[nH]c3=O)CC2)c1	-3	/	/	-0.8	/	-6	-3.7	2.7	8
CS(=O)(=O)N(CCc1ccccc1)CC(=O)Nc1ccccc1	2	-1.9	3.0	-1.1	1.3	-4	-1.6	-0.2	0
Cn1c(=O)c2c(nc(NCc3ccco3)n2CC(O)CO)n(C)c1=O (stereo unspecified)	3	/	1.0	-1.3	-1.3	9	-0.8	i	-2
Cc1cc(S(=O)(=O)N2CCOCC2)ccc1OCC(=O)Nc1ccccc1F	-1	-2.4	1.6	-0.3	0.9	6	0.0	i	11
Cc1noc(C)c1COc1ccc(C(=O)N2CCN(c3ccccc3O)CC2)cc1	2	-3.6	4.6	-1.1	1.2	1	1.5	i	11
O=C(OCC(=O)N1CCCCC1)c1cccs1	-3	-0.4	-0.2	-0.9	-0.6	0	-2.8	i	-4
O=C1OCCC1Sc1nc2cc(Cl)ccc2s1 (stereo unspecified)	0	2.1	/	0.5	0.3	5	-2.7	-2.2	8
CC(=O)C1=C(O)CCC1=N	1	-0.4	/	-0.7	2.0	4	-3.9	-0.6	-3
C/C=C(/C)C(=O)OC1c2c(ccc3ccc(=O)oc23)OC(C)(C)C1OC(C)=O (stereo unspecified)	15	2.4	/	0.7	0.0	23	0.0	-2.0	14
C=C(COC(C)=O)CC1CC(O)[C@]2(C)OC3CC4OC5C[C@]6(C)O[C@]7(C)CCC8OC9C[C@]%10(C)OC%11C(C)=CC(=O)OC%11CC%10OC9C[C@@H](C)C8OC7CC6O[C@]5(C)C/C=C\C4OC3CC2O1 (stereo partly specified)	2	-1.1	/	/	/	32	-5.2	-0.3	-6
COc1cccc(NC(=O)N2CCC3(CC2)OCCO3)c1	0	/	/	0.3	0.5	0	-1.9	-2.0	0
O=C1NC(=O)/C(=C\c2ccsc2)N1	-3	0.5	-0.1	-0.3	3.0	4	-0.4	-0.3	12

Filtered by structure: those above containing two or more sulfur atoms.
SMILES	Mtb FBA inh	Mtb BioA inh	TcdB inh	PfHsp40 yeast	UGM FP inh	Yp Topo-I inh	FadD28 FP inh	BH1578 lux ind	GDH-TPI counter
Cc1ccc2nc(-c3ccc(NS(=O)(=O)c4ccccc4)cc3)sc2c1	+	/	1.1	-0.5	-1.3	4	-2.8	-2.1	12
Cc1ccc(S(=O)(=O)Nc2ccc(-c3nnc(SCC#N)n3C)cc2)cc1	7	0.6	/	-1.9	1.9	6	0.2	i	5
CCn1c(SCC(N)=O)nc2sc3c(c2c1=O)CCCC3	1	/	/	-0.5	-2.7	2	2.4	i	17
Nn1c(CSc2nc3ccccc3o2)nnc1CSc1nc2ccccc2o1	-1	3.8	/	0.9	-7.2	4	-2.0	-6.7	-5
Cc1cc(C)cc(OCCNS(=O)(=O)c2cccs2)c1	-3	/	1.0	1.8	-1.4	-7	-5.8	-0.5	7
Cc1ccc(S(=O)(=O)N(C)C)cc1NC(=S)NC1CCCC(C)C1C (stereo unspecified)	0	/	/	-0.6	1.1	2	-3.8	-3.0	6
O=C1OCCC1Sc1nc2cc(Cl)ccc2s1 (stereo unspecified)	0	2.1	/	0.5	0.3	5	-2.7	-2.2	8
